OX1R antag-1: antagonists of human orexin 1 receptor (OX1R); OX1R-expressing cells, FRET antagonist read-out; Orexin/Hypocretin receptor type 1 (Homo sapiens), O43613; hit rate 1.8% among 330,000; AID 485270, 2010; inhibition, % at 6.6 µM; in the data active means inhibition mostly above about 38%, no sharp cut-off; inactive means mostly below about 40%;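 further: 0% = agonist challenge alone and 100% = reference antagonist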
Target sequence (O43613 whole entry, looked up): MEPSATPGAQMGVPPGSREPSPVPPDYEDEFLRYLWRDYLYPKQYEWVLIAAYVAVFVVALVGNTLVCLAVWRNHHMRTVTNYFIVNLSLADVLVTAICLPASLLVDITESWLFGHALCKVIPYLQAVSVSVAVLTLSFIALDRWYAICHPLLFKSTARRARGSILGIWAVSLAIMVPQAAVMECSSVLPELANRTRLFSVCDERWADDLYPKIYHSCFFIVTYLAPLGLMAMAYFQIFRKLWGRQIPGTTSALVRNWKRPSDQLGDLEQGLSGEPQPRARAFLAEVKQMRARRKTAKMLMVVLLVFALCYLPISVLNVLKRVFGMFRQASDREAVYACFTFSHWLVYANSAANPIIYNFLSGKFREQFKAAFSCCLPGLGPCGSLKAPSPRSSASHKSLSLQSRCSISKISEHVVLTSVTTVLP
STK33 inh: inhibitors of purified STK33 kinase, primary screen, biochemical, ADP-Glo luminescence, homogeneous, cell-free. MBP phosphorylation. inhibition, % at 10 µM. hit rate 0.073% among 320,000. AID 2661, 2010;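 active means inhibition at or above 25%, using the most active replicate where run in duplicate; inactive means inhibition below 25%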
Target sequence (Q9BYT3 whole entry, looked up): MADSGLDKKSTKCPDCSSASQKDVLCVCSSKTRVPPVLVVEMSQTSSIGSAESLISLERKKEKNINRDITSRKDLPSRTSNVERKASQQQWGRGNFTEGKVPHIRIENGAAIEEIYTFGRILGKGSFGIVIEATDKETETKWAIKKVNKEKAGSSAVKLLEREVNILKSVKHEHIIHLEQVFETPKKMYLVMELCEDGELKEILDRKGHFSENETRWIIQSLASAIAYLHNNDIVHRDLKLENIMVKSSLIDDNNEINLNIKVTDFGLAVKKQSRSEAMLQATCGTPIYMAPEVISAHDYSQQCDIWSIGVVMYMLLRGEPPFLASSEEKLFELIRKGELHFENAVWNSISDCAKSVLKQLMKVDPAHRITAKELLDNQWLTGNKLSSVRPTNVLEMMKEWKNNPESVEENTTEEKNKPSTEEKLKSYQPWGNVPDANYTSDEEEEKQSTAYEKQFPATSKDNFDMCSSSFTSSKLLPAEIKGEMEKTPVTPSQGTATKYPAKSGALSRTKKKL
OX1R antag-2: OX1R (HCRTR1) antagonists, primary screen, fluorescence, CHO/OX1R cells, Fluo-8 calcium, orexin A | Fluo-8 calcium fluorescence | inhibition, % at 5 µM | hit rate 0.43% among 330,000 | AID 434989, 2010;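 active means inhibition above its plate's threshold, mean inhibition of all tested compounds on the plate plus 3 SD, cut at about 37% in these data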;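 further: 0% = orexin A challenge wells and 100% = SB-334867-A antagonist wells; not every result past the cut was called active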
The depositor's hits bear a star.

Results for O=[N+]([O-])c1ccc(N2CCCC2)nc1 ?
OX1R antag-1: 42.0*; STK33 inh: -0.4; OX1R antag-2: -5.5

How did COc1ccc(CCN2CC(C(=O)N(C)CCn3nc(C)cc3C)CCC2=O)cc1 (stereo not given) do in these assays?
OX1R antag-1: -1.0; STK33 inh: -1.0; OX1R antag-2: -14.0

Results for CCOc1ccc(NC(=O)Cn2nnc(-c3ccccc3NC(=O)c3cccs3)n2)cc1 ?
OX1R antag-1: 19.6; STK33 inh: -0.7; OX1R antag-2: -16.9

How did CCN1CCN(C(=O)CSc2nc3c(c(=O)n(C)c(=O)n3C)n2C)CC1 do in these assays?
OX1R antag-1: 23.6; STK33 inh: -0.5; OX1R antag-2: -9.9

Results for COc1ccc(-c2sc(NC(C)=O)nc2-c2ccccc2)cc1 ?
OX1R antag-1: -1.0; STK33 inh: -1.2; OX1R antag-2: -9.0

How did COc1ccccc1C(=O)NCCC(=O)NC1CCC(C)CC1 (stereo not given) do in these assays?
OX1R antag-1: 12.5; STK33 inh: -0.9; OX1R antag-2: -21.8

Results for O=C(O)c1cc(NC(=S)NC(=O)C(c2ccccc2)c2ccccc2)ccc1Cl ?
OX1R antag-1: 29.4; STK33 inh: -0.2; OX1R antag-2: -12.7

Results for CCOC(=O)c1[nH]c(C)c(C(=O)N2CCN(c3ccccc3OC)CC2)c1C ?
OX1R antag-1: 2.4; STK33 inh: -1.2; OX1R antag-2: -10.9

What do the screens show for `COc1ccc(OCc2nnc(SCC(=O)c3c(N)n(C)c(=O)n(C)c3=O)n2-c2ccccc2F)cc1`?
OX1R antag-1: 13.4; STK33 inh: -0.8; OX1R antag-2: 4.8

Results for COCCNS(=O)(=O)c1ccc(C)c(C)c1C ?
OX1R antag-1: 1.5; STK33 inh: 0.1; OX1R antag-2: -10.1

Reprinted at random: six records from the list, in no set order.
Results for O=[N+]([O-])c1ccc(N2CCCC2)nc1 ?
OX1R antag-1: 42.0*; STK33 inh: -0.4; OX1R antag-2: -5.5

Results for CCOc1ccc(NC(=O)Cn2nnc(-c3ccccc3NC(=O)c3cccs3)n2)cc1 ?
OX1R antag-1: 19.6; STK33 inh: -0.7; OX1R antag-2: -16.9

Results for COc1ccc(-c2sc(NC(C)=O)nc2-c2ccccc2)cc1 ?
OX1R antag-1: -1.0; STK33 inh: -1.2; OX1R antag-2: -9.0

Results for CCOC(=O)c1[nH]c(C)c(C(=O)N2CCN(c3ccccc3OC)CC2)c1C ?
OX1R antag-1: 2.4; STK33 inh: -1.2; OX1R antag-2: -10.9

What do the screens show for `COc1ccc(OCc2nnc(SCC(=O)c3c(N)n(C)c(=O)n(C)c3=O)n2-c2ccccc2F)cc1`?
OX1R antag-1: 13.4; STK33 inh: -0.8; OX1R antag-2: 4.8

Results for O=C(O)c1cc(NC(=S)NC(=O)C(c2ccccc2)c2ccccc2)ccc1Cl ?
OX1R antag-1: 29.4; STK33 inh: -0.2; OX1R antag-2: -12.7

Additional compounds follow:
How did O=C(O)c1ccc2c(c1)NC(=O)C(N1CCCC1)S2 (stereo not given) do in these assays?
OX1R antag-1: 12.5; STK33 inh: -0.6; OX1R antag-2: -4.2

What do the screens show for `CC(=O)Nc1nc(S(=O)(=O)c2ccc(C)cc2)c(Cl)s1`?
OX1R antag-1: 17.6; STK33 inh: 3.5; OX1R antag-2: -16.6

What do the screens show for `COc1cccc(CNC(=O)C2CCCN(S(=O)(=O)c3cccc4nonc34)C2)c1` (stereo not given)?
OX1R antag-1: 13.3; STK33 inh: 0.6; OX1R antag-2: -25.3

How did Cc1c(C)n2c(SCC(=O)NC3CCCCC3)nnc2[nH]c1=O do in these assays?
OX1R antag-1: 7.4; STK33 inh: -0.3; OX1R antag-2: -10.1

Results for CCN1CCN(Cc2ccc(NC(=O)c3cc(NC(=O)c4cnn(-c5ccccc5)c4N)cc(OC)c3)cc2C(F)(F)F)CC1 ?
OX1R antag-1: 33.1; STK33 inh: -0.1; OX1R antag-2: -6.1

Results for Cc1cc(C)c(NC(=O)CSc2nc3ccc(NC(=O)CSc4nnnn4-c4ccccc4)cc3s2)c(C)c1 ?
OX1R antag-1: 13.8; STK33 inh: -0.7; OX1R antag-2: -22.4

How did C[C@H](CO)N1C[C@H](C)[C@@H](CN(C)Cc2ccccc2)Oc2ccc(NC(=O)CCCCCC(=O)Nc3ccccc3N)cc2C1=O do in these assays?
OX1R antag-1: -3.7; STK33 inh: 0.8; OX1R antag-2: -8.8

Results for COc1cc(NC(=O)c2ccc(-c3cccc(F)c3)o2)ccc1NC(=O)c1ccccc1Cl ?
OX1R antag-1: 8.7; STK33 inh: 0.2; OX1R antag-2: -4.8

Results for Cc1ccc(S(=O)(=O)N2CCCCC2)cc1NC(=O)COC(=O)Cc1cccc2ccccc12 ?
OX1R antag-1: 8.5; STK33 inh: -1.7; OX1R antag-2: -10.9

Results for CC(=O)Nc1ccc(S(=O)(=O)NCC2CCC(C(=O)NCCCN3CCCC3=O)CC2)cc1 (stereo not given) ?
OX1R antag-1: 13.7; STK33 inh: -0.5; OX1R antag-2: -9.7

How did COc1ccc2nc(NC(=O)CSc3nc(C)cc(=O)[nH]3)sc2c1 do in these assays?
OX1R antag-1: 9.7; STK33 inh: -0.9; OX1R antag-2: -8.5

How did Cc1cc(C)cc(OCC(=O)NNC(=O)c2cc3ccccc3o2)c1 do in these assays?
OX1R antag-1: 9.4; STK33 inh: -0.4; OX1R antag-2: -4.2

What do the screens show for `Cn1cccc1C(=O)C(=O)Nc1cc(Cl)cc(Cl)c1`?
OX1R antag-1: 19.5; STK33 inh: -1.8; OX1R antag-2: -19.4

Results for CCc1ccc(N2C(=O)C(Cl)=C(N3CCOCC3)C2=O)cc1 ?
OX1R antag-1: 26.6; STK33 inh: -2.2; OX1R antag-2: -21.6

How did COc1cccc(-c2nnn(CC(=O)N(CC(C)C)C3CCS(=O)(=O)C3)n2)c1 (stereo not given) do in these assays?
OX1R antag-1: 14.7; STK33 inh: -0.2; OX1R antag-2: -15.9

What do the screens show for `Cc1ccc(NC(=O)CNC(=O)Cc2cccc3ccccc23)nc1`?
OX1R antag-1: 10.7; STK33 inh: -1.0; OX1R antag-2: -17.6

What do the screens show for `CC(C)(C)c1cc(C(=O)NNS(=O)(=O)c2ccccc2)n[nH]1`?
OX1R antag-1: 14.3; STK33 inh: 0.4; OX1R antag-2: -0.6

Results for Fc1ccc(-n2cc(-c3ccccc3)c3c(N4CCOCC4)ncnc32)cc1 ?
OX1R antag-1: 8.5; STK33 inh: 0.7; OX1R antag-2: -46.5

How did COCc1cc(C)nc(N2CCNCC2)c1C#N do in these assays?
OX1R antag-1: 6.0; STK33 inh: -0.9; OX1R antag-2: -16.0

Results for CCCCNC(=O)C1CCCN1S(=O)(=O)c1cccc2nsnc12 (stereo not given) ?
OX1R antag-1: 29.1; STK33 inh: -1.2; OX1R antag-2: -4.5

What do the screens show for `CCN(C(=O)COC(=O)c1cc2c(s1)CCCCC2)C1CCS(=O)(=O)C1` (stereo not given)?
OX1R antag-1: 13.6; STK33 inh: 0.6; OX1R antag-2: -20.8

How did Cc1nc(=O)c(-c2ccccc2)c(C)n1-c1ccccc1Cl do in these assays?
OX1R antag-1: 11.2; STK33 inh: -0.8; OX1R antag-2: -9.7

How did CC(=O)c1cccc(NC(=O)c2cccc(NC(=O)c3ccco3)c2)c1 do in these assays?
OX1R antag-1: -4.1; STK33 inh: -3.6; OX1R antag-2: 8.8

Results for CCc1nc(CN2CCN(Cc3ccc(F)c(F)c3)C(CCO)C2)c(C)[nH]1 (stereo not given) ?
OX1R antag-1: 3.0; STK33 inh: 0.8; OX1R antag-2: 2.8

Results for O=C(NCCc1ccncc1)Nc1ccc(Cl)cc1 ?
OX1R antag-1: 17.7; STK33 inh: -1.6; OX1R antag-2: -17.1

Results for COc1ccc(C(=O)C2CCCN(Cc3nc4ccccc4nc3C)C2)cc1OC (stereo not given) ?
OX1R antag-1: 33.2; STK33 inh: -0.6; OX1R antag-2: -21.0

What do the screens show for `CSCCC(NC(=O)c1ccco1)C(=O)N1CCC(C(N)=O)CC1` (stereo not given)?
OX1R antag-1: 9.9; STK33 inh: 0.3; OX1R antag-2: -4.7

How did Cc1cccc(NS(=O)(=O)c2cccc(C(=O)N3CCC3)c2)c1 do in these assays?
OX1R antag-1: -2.0; STK33 inh: 2.0; OX1R antag-2: -2.0

How did OC1(c2ccccc2F)CCN(Cc2nnnn2Cc2ccc(F)cc2)CC1 do in these assays?
OX1R antag-1: 18.0; STK33 inh: -1.3; OX1R antag-2: -24.3

Results for CCOc1ccccc1/C=N/N1CCN(Cc2ccccc2)CC1 ?
OX1R antag-1: 9.3; STK33 inh: -1.8; OX1R antag-2: -8.7

Results for COC(=O)c1c(C(=O)OC)c(-c2ccccc2)n2c1CS(=O)C2 (stereo not given) ?
OX1R antag-1: 15.6; STK33 inh: 0.0; OX1R antag-2: -9.5

Results for CCNc1nc(NCC)nc(OCCOC(=O)COc2ccc(Cl)cc2Cl)n1 ?
OX1R antag-1: 24.4; STK33 inh: -1.3; OX1R antag-2: -24.2

What do the screens show for `Cc1ccc(CCC(=O)Nc2ncc(Cc3cccc(Cl)c3Cl)s2)o1`?
OX1R antag-1: 15.0; STK33 inh: 1.4; OX1R antag-2: -6.3

What do the screens show for `COc1cc(C(=O)Oc2cc(C)[nH]c(=O)c2[N+](=O)[O-])cc(OC)c1OC`?
OX1R antag-1: -2.9; STK33 inh: -1.0; OX1R antag-2: -15.0

What do the screens show for `CC(C)(C)OC(=O)N1CCN(CCNC(=O)c2ccccc2)CC1`?
OX1R antag-1: 1.5; STK33 inh: 0.4; OX1R antag-2: -18.0

How did Cn1c(=O)c2c(ncn2CC(=O)NC(C)(C)C)n(C)c1=O do in these assays?
OX1R antag-1: 26.6; STK33 inh: -1.2; OX1R antag-2: 9.4

Results for Cc1ccc2nc3c(cc(C(N)=S)c(=N)n3CCCOC(C)C)c(=O)n2c1 ?
OX1R antag-1: 47.0*; STK33 inh: 0.6; OX1R antag-2: -32.3

What do the screens show for `CCN(C[C@H]1N[C@@](Cc2ccccc2)(C(=O)OC)[C@H]2C(=O)N(Cc3ccccc3)C(=O)[C@@H]12)C(=O)c1ccc(F)cc1`?
OX1R antag-1: 5.1; OX1R antag-2: -19.4

Results for Cc1cccc(-c2n[nH]c(=S)n2/N=C/c2cccs2)c1 ?
OX1R antag-1: 28.6; STK33 inh: -1.0; OX1R antag-2: 4.0

How did C#CC[N+]1(CC#Cc2ccccc2)CCCC1 do in these assays?
OX1R antag-1: 1.2; STK33 inh: -1.1; OX1R antag-2: -7.8

Results for CCn1c(=NC(=O)CCS(=O)(=O)c2ccccc2)sc2cccc(OC)c21 ?
OX1R antag-1: 24.7; STK33 inh: 0.3; OX1R antag-2: 11.6

How did COC(=O)C1=C(C)N(CC2CCCO2)C(=O)/C1=C\c1ccc(O)cc1 (stereo not given) do in these assays?
OX1R antag-1: 19.7; STK33 inh: -1.7; OX1R antag-2: -6.0

Results for COc1nc(NCCc2ccc(OC)c(OC)c2)nc(NC(C)(C)CO)n1 ?
OX1R antag-1: 10.7; STK33 inh: 0.8; OX1R antag-2: -24.1

Results for Cc1ccc(S(=O)(=O)N2CCN(S(=O)(=O)c3cccs3)CC2)cc1 ?
OX1R antag-1: -1.8; STK33 inh: -0.3; OX1R antag-2: -5.9

What do the screens show for `Clc1ccc(C(Cn2ccnc2)OCc2c(Cl)cccc2Cl)c(Cl)c1` (stereo not given)?
OX1R antag-1: 26.2; STK33 inh: -0.2; OX1R antag-2: 18.8

How did Cc1ccc(C(=O)NCCNc2ccc(Cl)cc2[N+](=O)[O-])o1 do in these assays?
OX1R antag-1: 34.4; STK33 inh: -3.1; OX1R antag-2: -13.7

Results for COC(=O)c1sc(NC(=O)c2cc(C)on2)nc1C ?
OX1R antag-1: 11.5; STK33 inh: -6.0; OX1R antag-2: -5.6

How did CCOc1ccc(-c2nnc(NC(=O)Cc3cc(OC)c(OC)c(OC)c3)o2)cc1 do in these assays?
OX1R antag-1: 0.7; STK33 inh: -1.2; OX1R antag-2: -24.9

Results for COc1ccc(/C=N/NC(=O)c2cc[n+]([O-])cc2)cc1O ?
OX1R antag-1: 17.8; STK33 inh: 0.3; OX1R antag-2: -1.0

What do the screens show for `O=C(Nc1ccc(C(=O)O)cc1)/C(=C\c1ccco1)NC(=O)c1ccc(Br)o1`?
OX1R antag-1: 17.4; STK33 inh: -1.5; OX1R antag-2: 2.1

What do the screens show for `Cc1cc2oc(=O)cc(CN3CCOCC3)c2cc1C`?
OX1R antag-1: 4.9; STK33 inh: 0.8; OX1R antag-2: -10.2

Results for O=C1OC(Nc2nc3ccccc3s2)c2ccccc21 (stereo not given) ?
OX1R antag-1: 13.9; STK33 inh: 4.6; OX1R antag-2: -8.2

How did CC1CCN(Cc2ccc(-c3nn[nH]n3)cc2)CC1 do in these assays?
OX1R antag-1: 1.1; STK33 inh: -1.3; OX1R antag-2: -0.9

How did CCCn1c(Cc2ccccc2)nnc1SC(C)C(=O)NC1CC1 (stereo not given) do in these assays?
OX1R antag-1: 3.1; STK33 inh: -1.5; OX1R antag-2: -15.0

How did O=c1c2ccccc2nc(SCc2cccc(F)c2)n1C1CCCC1 do in these assays?
OX1R antag-1: 12.9; STK33 inh: -0.6; OX1R antag-2: -16.2

How did CCOc1ccc(NC(=O)NCCN2CCN(c3ccccc3F)CC2)cc1 do in these assays?
OX1R antag-1: -7.5; STK33 inh: -1.7; OX1R antag-2: -24.5

Results for COc1ccc(N2CCN(CC(=O)Nc3nc4c(s3)CC(C)CC4)CC2)cc1 (stereo not given) ?
OX1R antag-1: 5.6; STK33 inh: 0.0; OX1R antag-2: -42.5

What do the screens show for `CS(=O)(=O)NCCSCc1ccco1`?
OX1R antag-1: 2.3; STK33 inh: -2.3; OX1R antag-2: -15.1

Assay outcomes (PubChem BioAssay)
